# Screens deposited in PubChem BioAssay by several laboratories.
# ssDAF12 agonist = S. stercoralis DAF-12 activation, primary screen; AID 652126; HEK293 ssDAF-12/GRIP1 lit1-tk-luc reporter, luminescence; % of 3 µM dafachronic acid response; activation, % at 6.8 µM; 1% of 370,000 active;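 active = activation above the mean over all tested compounds plus 3 SD, cut at about 0.9% in these data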;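 also: 0% = DMSO-only wells and 100% = 3 µM delta7-dafachronic acid wells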
# DAX1 inh-1 = NR0B1 (DAX1) inhibition | 0.99% of 340,000 active | AID 504766 | HEK293 Gal4-DAX1 luciferase reporter, luminescence | inhibition, % at 6.75 µM | P51843;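 active = inhibition above the mean over all tested compounds plus 3 SD, cut at about 4.2% in these data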;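 also: 0% = DAX1-transfected cells with DMSO and 100% = empty-vector control cells with DMSO; inhibition shows as a rise in luminescence from relieved DAX1 repression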
# Target sequence (P51843 207-470 limits assumed): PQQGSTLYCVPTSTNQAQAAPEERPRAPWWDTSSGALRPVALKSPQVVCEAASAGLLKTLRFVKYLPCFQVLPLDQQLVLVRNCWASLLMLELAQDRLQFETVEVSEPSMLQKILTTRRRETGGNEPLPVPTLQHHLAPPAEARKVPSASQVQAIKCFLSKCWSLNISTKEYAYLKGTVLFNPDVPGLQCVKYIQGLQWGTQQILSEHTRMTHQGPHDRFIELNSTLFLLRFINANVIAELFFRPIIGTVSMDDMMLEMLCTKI
# ADAM17 inh = inhibits human ADAM17. inhibition, % at 6.95 µM. 0.83% of 370,000 active. AID 720648. recombinant ADAM17, EDANS/DABCYL FRET peptide cleavage;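 active = inhibition above the mean of compounds lying between control limits plus 3 SD, set per campaign, cut at about 8.5% in these data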;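 also: 0% = DMSO-only wells as the low control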
# Target sequence (P78536 215-824 limits assumed): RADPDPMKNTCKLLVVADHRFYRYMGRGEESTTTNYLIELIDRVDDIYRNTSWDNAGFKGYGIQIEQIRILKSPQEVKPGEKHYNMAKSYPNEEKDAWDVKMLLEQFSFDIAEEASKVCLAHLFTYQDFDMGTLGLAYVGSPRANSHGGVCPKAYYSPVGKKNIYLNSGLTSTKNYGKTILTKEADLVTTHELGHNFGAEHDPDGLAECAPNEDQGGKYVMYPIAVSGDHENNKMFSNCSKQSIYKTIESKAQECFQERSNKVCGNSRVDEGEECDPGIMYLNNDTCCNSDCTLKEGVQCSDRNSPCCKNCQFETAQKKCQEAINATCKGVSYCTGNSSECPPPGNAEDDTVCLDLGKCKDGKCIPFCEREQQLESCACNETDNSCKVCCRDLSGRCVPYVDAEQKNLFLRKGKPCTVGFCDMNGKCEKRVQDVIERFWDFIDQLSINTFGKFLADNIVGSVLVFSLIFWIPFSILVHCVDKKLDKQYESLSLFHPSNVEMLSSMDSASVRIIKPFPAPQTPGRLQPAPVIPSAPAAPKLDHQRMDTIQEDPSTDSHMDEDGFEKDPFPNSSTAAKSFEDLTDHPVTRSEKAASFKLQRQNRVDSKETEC
# FXN GAA850 act = frataxin GAA850 promoter activation; HEK293 lucGAA850 FXN promoter luciferase reporter, 24 h; percent of 10 µM SAHA response; activation, % at 6 µM; 0.56% of 360,000 active; AID 540364;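 active = activation above the average of all compounds screened plus 3 SD, cutoff fixed separately per campaign, cut at about 7.5% in these data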;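 also: 0% = DMSO wells and 100% = 10 µM SAHA wells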
# hcDAF12 agonist = activators of H. contortus DAF-12 nuclear receptor. HEK293 hcDAF-12 lit1-tk-luc reporter, luminescence; 0% DMSO, 100% Δ7-dafachronic acid. activation, % at 6.8 µM. 1.4% of 370,000 active. AID 652067;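 active = activation above the mean of all tested compounds plus 3 SD, cut at about 5.5% in these data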;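 also: 100% = response to 3 µM Δ7-dafachronic acid high control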
# ADAM10 inh = ADAM10 inhibition, QFRET primary screen. inhibition, % at 7 µM. O14672. 0.62% of 370,000 active. recombinant ADAM10, EDANS/DABCYL FRET peptide cleavage, 3 h. AID 720582;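 active = inhibition above a per-campaign cutoff equal to the mean of compounds falling between control-based bounds plus 3 SD, cut at about 20% in these data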;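 also: 0% = DMSO wells while the 100% control is not disclosed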
# hgDAF12 agonist = activates the H. glycines DAF-12 receptor ligand-binding domain; HEK293 GAL4-hgDAF12 UAS-luciferase reporter, agonist luminescence; normalized to butyrate control; activation, % at 6.8 µM; AID 687014; 1.8% of 370,000 active;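 active = activation above a cutoff set at the mean of all screened compounds plus 3 SD, cut at about 10% in these data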;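 also: 0% = DMSO wells and 100% = sodium butyrate wells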
# PG9 binder = small molecules binding HIV-1 gp120 antibody PG9. TR-FRET gp120-PG9 antibody binding. 0.43% of 360,000 active. inhibition, % at 6.7 µM. AID 624416; in the data active = inhibition above about 8.5%
# SMARCA2 activ = SMARCA2 function activation, primary screen; MG213 cells, MMTV-luciferase reporter, dexamethasone, overnight; activation, % at 9.1 µM; 1% of 370,000 active; AID 652017; in the data active = activation above about 7.8%;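 also: 0% = vehicle wells and 100% = reference activator wells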
# DAX1 inh-2 = DAX1 (NR0B1) inhibition, primary screen; HEK293T StAR-luciferase reporter, SF-1/DAX-1 repression relief; inhibition, % at 6.8 µM; 1.1% of 370,000 active; AID 652010;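 active = inhibition above the mean over all tested compounds plus 3 SD, cut at about 3.6% in these data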;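 also: 0% = DAX-1 cells with DMSO and 100% = cells lacking DAX-1 with DMSO; higher inhibition means more luminescence from relief of DAX-1 repression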
# NPR1 activator = GC-A (human) enzyme activation; P16066; HEK293 GC-A cells, cGMP TR-FRET, EC30 ANP; 0% at EC30 ANP, 100% saturating ANP; activation, % at 10 µM; 0.14% of 370,000 active; in the data active = activation above about 40%
# The depositor's hits bear a star; nt = not tested or not shown; & = joins results of further samples.
SMILES,ssDAF12 agonist,DAX1 inh-1,ADAM17 inh,FXN GAA850 act,hcDAF12 agonist,ADAM10 inh,hgDAF12 agonist,PG9 binder,SMARCA2 activ,DAX1 inh-2,NPR1 activator
CCCN1CCN(C(=O)c2ccc(F)c(S(=O)(=O)N3CCOCC3)c2)CC1,-0.7,0.8,-4,1.8,-0.6,-5,-0.4,-2.9,-2,0.2,-2
CC(=O)NCCc1nc2ccccc2n1Cc1ccc(C)cc1,-1.2,2.0,-1,-0.1,-1.4,-7,-4.8,0.2,-1,-0.3,3
O=C1CC(N2CCN(Cc3ccc4c(c3)OCO4)CC2)C(=O)N1c1cccc2ccccc12 (stereo not given),-0.9,0.7,-4,0.5,-0.9,-1,1.1,-0.4,-2,0.1,4
COc1cc(Cl)cc(/C=N\NC(=O)c2ccc3c(c2)OCO3)c1O,-2.2,-2.5,4,-4.2,-3.6,-18,-10,-1.5,-5,-6.0,-2
C[C@H](O)[C@@H]1C(=O)N2CCc3ccc(N4CCN(C)CC4)cc3[C@@H]2C[C@@H]1N(C)C(=O)c1ccco1,-0.2,1.9,-4,0.4,-1.1,-13,0.6,0.5,0,-0.2,4
O=C(C1CCC(CNc2c(N3CCCCC3)c(=O)c2=O)CC1)N1CCN(c2ccccn2)CC1 (stereo not given),-0.9,1.6,-4,-2.0,2.3,-12,-0.8,-1.6,-1,0.5,-1
CCOc1ccc(/C(C)=N/NC(=O)C(OC)c2ccccc2)cc1 (stereo not given),-1.1,1.1,-7,-0.4,-0.7,-2,2.2,-1.2,1,-0.1,1
O=C(O)CC1S/C(=N/N=C/C=C/c2ccccc2)NC1=O (stereo not given),-1.3&-1.6,-1.2&0.2,5&2,1.8&2.4,-0.6&-2.7,7&4,-0.8&1.6,-3.3&-5.9,0&1,0.1&-0.4,2&-1
CCOc1ccc(N(CC(=O)N2CCCCC2)S(=O)(=O)c2ccc(Cl)cc2)cc1,-0.7,-0.6,2,-2.2,-0.3,2,-1.1,0.4,1,-0.4,4
COc1ccc(NC2CCCN(C(=O)c3ccccc3C(F)(F)F)C2)cc1 (stereo not given),-1.1,0.0,-5,0.6,-0.1,11,-0.6,-4.2,1,0.9,-4
N#CCCc1cccc(CCC#N)c1,-1.2,-0.1,0,1.8,0.7,2,0.3,0.3,-1,-0.6,-1
COc1cc(OC)c(N2CC(C(=O)Nc3cc(Cl)ccc3N3CCOCC3)CC2=O)cc1Cl (stereo not given),-0.8,-0.7,-1,-4.2,0.2,0,3.3,-3.1,1,-4.3,-2
CC(C)Nc1cc(N2CCCC2)ccc1[N+](=O)[O-],-1.2,-0.2,1,5.2,0.1,-3,1.4,-0.1,-3,-1.1,-6
O=C1Nc2ccccc2S/C1=C/c1cccs1,1.3*,2.5,3,5.2,4.5,2,6.5,-1.1,10*,0.1,4
CC(C)c1ccc(NC(=O)C2CC2c2ccccc2)cc1 (stereo not given),-1.1,1.3,2,1.2,0.3,8,1.7,-0.2,1,-0.4,2
O=C(COc1ccc(Cl)cc1)NCCc1ccccn1,-1.5,-0.1,-2,-0.9,2.0,-4,2.0,-0.8,2,-1.1,-1
Cc1c(C(=O)NCCN(C)C)n(C)c(=O)c2ccccc12,-1.8,nt,-4,nt,-0.5,-31,-2.4,-1.0,0,-0.4,3
Cc1nn(C)cc1C(=O)Nc1c(C)nn(Cc2ccccc2Cl)c1C,-1.7,-0.8,-1,-0.5,2.7,-3,-4.6,-0.1,-4,0.8,0
O=C(CN1C(=O)NC2(CCc3ccccc32)C1=O)NCc1ccccc1Cl (stereo not given),-1.1,-0.3,-4,1.9,-1.5,0,-1.2,2.2,-2,-0.7,-2
COc1cccc(C(NC(=O)c2ccccc2F)NC(=O)c2ccccc2F)c1,-1.3,0.1,-3,-2.5,-1.7,-9,-1.2,-0.4,-1,-0.2,-2
COCCCNC(=O)CCc1ccccc1,-1.4,-0.4,0,-0.2,-0.1,-5,0.6,-3.5,1,-0.1,0
CC(=O)Nc1ccc(S(=O)(=O)Nc2ccc3nc(C)sc3c2)cc1,-1.7,-2.0,-3,-1.8,-1.1,-4,-6.7,1.0,-3,-2.5,-5
c1ccc(Cn2ncc3c(N4CCN(C(c5ccccc5)c5ccccc5)CC4)ncnc32)cc1,-1.4,0.5,-3,0.7,0.1,-11,2.1,-0.8,-1,0.0,-3
COc1cccc(-c2cnc(C(O)c3ccc(OC)c(F)c3)[nH]2)c1 (stereo not given),-1.4,nt,-1,1.5,-1.4,-11,-0.3,0.7,-2,0.0,1
Cc1cccc(C(=O)OCC(=O)Nc2nccs2)c1,-1.4,0.3,-6,1.4,-2.1,10,-0.3,0.8,-1,-0.3,1
SMILES,ssDAF12 agonist,DAX1 inh-1,ADAM17 inh,FXN GAA850 act,hcDAF12 agonist,ADAM10 inh,hgDAF12 agonist,PG9 binder,SMARCA2 activ,DAX1 inh-2,NPR1 activator
O=C(N(c1ccccn1)c1ccccn1)C12CC3CC(CC(Cl)(C3)C1)C2,-2.1,1.3,-1,8.4*,6.2*,-3,-0.2,0.9,7,-0.3,1
CCc1ccc(C(=O)C(C)OC(=O)c2nn(C)c(=O)c3ccccc23)cc1 (stereo not given),-0.1,0.2,0,1.0,-0.8,-5,1.9,-0.6,-2,-1.5,1
COc1cc(/C=N/Nc2ncnc3sc4c(c23)CCC4)ccc1O,-0.8,0.4,-3,20*,3.1,-12,2.6,-4.9,-1,0.4,-16
O=C(CN1CCN(C(=O)C2CCCO2)CC1)Nc1ccc(Cl)c(Cl)c1 (stereo not given),-1.2,0.1,-6,-0.2,-0.8,-8,-2.6,-2.6,-3,-0.4,1
Cc1ccc(S(=O)(=O)c2c(C(=O)c3ccccc3)cnc3cc4c(cc23)OCCO4)cc1,-1.1,-0.6,-1,-2.2,-2.4,-8,-3.1,1.6,-3,-0.7,-4
CCn1ccnc1CNC(=O)CC1C(=O)NCCN1CC(c1ccccc1)c1ccccc1 (stereo not given),-0.7,1.4,-3,-1.1,-0.1,-2,-0.8,-1.3,2,-0.4,1
CC(C)(C)C1CCC2(CC1)C(Nc1cccc(C(F)(F)F)c1)=NC(=S)N2CC#N (stereo not given),-0.8,0.5,-3,-1.9,0.6,-3,-0.6,-0.9,1,-0.2,2
COc1ccc(CN2CCC(C(=O)N3CCN(c4ccccc4F)CC3)CC2)cc1OC,-1.0,-0.3,-5,-0.1,-2.1,-1,-1.9,1.8,-3,-0.9,4
Cc1ncsc1CCOC(=O)c1ccc([N+](=O)[O-])cc1,-0.6,0.5,2,3.2,1.0,5,2.5,-0.3,-4,-0.9,-1
O=C(CNc1cccc2ccccc12)N/N=C/c1ccc([N+](=O)[O-])cc1,-0.6,-0.7,-16,2.1,1.3,-40,2.4,-2.0,0,-0.3,-1
COc1cccc(NC(=S)NCc2ccncc2)c1,-1.2,0.2,-1,3.2,0.6,4,0.0,-2.2,3,-0.4,2
COc1ccc(N(C(=O)c2cc3ccccc3oc2=O)C2C=CS(=O)(=O)C2)c(OC)c1 (stereo not given),-1.7,0.2,-1,1.4,-1.2,5,-0.4,1.1,-1,-0.1,-36
Cc1ccc(/C(N)=N/OC(=O)CCC2CCCCC2)cc1,-1.4,0.2,2,2.3,-1.2,10,3.5,-0.5,-2,-0.3,1
O=C(c1ccc([N+](=O)[O-])cc1[N+](=O)[O-])N1CCc2ccccc21,-1.2,-2.0,0,2.0,-1.8,-1,-1.7,-0.7,-2,-0.1,0
Cc1nn(C)cc1/C=C(/C#N)C(N)=O,-1.6,2.4,-1,1.9,-0.6,-2,0.6,-0.1,-2,0.5,3
COC(=O)[C@@H](N[C@H](/C=C/c1ccccc1)[C@@H](O)Cc1ccccc1)C(C)C,-1.0,nt,2,nt,-1.4,2,-0.3,-1.0,1,-0.1,-5
CCC(C)NCC(O)COCc1ccc(Cl)cc1 (stereo not given),-0.8,-0.2,-1,0.3,-0.9,4,0.1,-2.3,1,-0.1,2
NS(=O)(=O)c1ccc(NCC2COc3ccccc3O2)c([N+](=O)[O-])c1 (stereo not given),0.1,-0.2,-2,0.4,3.8,0,11*,0.7,-1,0.1,-6
CC1CCN(C(=O)Cn2cc(C(=O)c3ccco3)c3ccccc32)CC1,-1.3,-0.9,2,-0.7,2.9,2,-0.8,-2.2,3,-0.6,0
O=C1CNC(=S)N1CCc1ccccc1Cl,-1.0,0.0,-79,1.9,-0.2,17,1.0,0.6,1,0.0,-1
CCC1CCC(C(=O)NC(CCSC)C(=O)NCCc2ccc(S(N)(=O)=O)cc2)CC1 (stereo not given),-0.9,-0.6,-5,3.2,0.6,-2,0.5,1.2,0,0.2,0
COC(=O)c1cn(NC(=O)c2cccnc2)c(=O)c2ccccc12,-0.4,0.0,-9,0.1,-1.7,1,2.3,0.4,0,0.2,2
COC(=O)c1cc(S(=O)(=O)NCCCN2CCCC2=O)cn1C,-1.1,0.0,0,1.1,-1.4,-4,0.0,0.1,0,2.3,5
Cc1ccc(-c2csc(NC(=O)c3ccc4c(=O)n5c(nc4c3)CCCCC5)n2)cc1,-0.4,-1.6,2,1.3,-1.4,10,-0.3,-2.6,1,0.2,-1
O=C(CN1CCC(NC(=O)c2cccc(F)c2)CC1)Nc1ccc(Br)cc1,-1.2,1.5,0,1.6,0.0,-3,1.3,0.2,-3,0.1,-1
SMILES,ssDAF12 agonist,DAX1 inh-1,ADAM17 inh,FXN GAA850 act,hcDAF12 agonist,ADAM10 inh,hgDAF12 agonist,PG9 binder,SMARCA2 activ,DAX1 inh-2,NPR1 activator
CCc1ccc(N2CC(C(=O)NCCC3=CCCCC3)CC2=O)cc1 (stereo not given),-1.3,0.9,-3,2.3,1.4,-8,-1.2,0.0,-2,0.5,1
C=CCOC(=O)Nc1nc(CCNC(=O)OCc2ccccc2)c(C(=O)O)s1,0.1,nt,-7,nt,-1.8,-14,-3.9,-0.9,-5,0.5,3
COc1cc2c(cc1OC)CN(C(=O)c1ccc3[nH]c(C)c(C)c3c1)CC2,-1.8,2.2,-5,0.5,2.4,-16,-2.2,-0.5,0,-1.7,4
COc1ccc(/C=C2\CCC(C3CCCC3)C2=O)cc1Cn1nc(C)cc1C (stereo not given),-0.3,0.4,0,2.8,0.2,0,0.7,0.4,-2,0.4,-3
Cc1ccc(C2(c3noc(CN4CCC(C(=O)N5CCOCC5)CC4)n3)CCCC2)cc1,-0.7,-0.1,-10,2.8,-0.6,-6,-0.8,0.4,-4,0.3,0
Cc1oc2c(c(C)cc3oc(=O)c(CC(=O)NCCCN4CCCC4=O)c(C)c32)c1C,-1.2,0.3,-75,2.9,-2.5,-395,-1.4,0.4,0,0.3,2
COc1ccc(CNC(=O)c2ccc3oc(C(C)C)nc3c2)cc1,0.1,1.0,-6,3.2,6.7*,-7,7.2,-2.5,2,3.4,-4
